Screening results: PubChem, The Scripps Research Institute Molecular Screening Center
DDE Tn7 FP inh: inhibitors of Tn7 peptide binding to fibrin DD(E), primary screen, biochemical, fluorescence polarization, human fibrin, Tn7 probe; Fibrinogen beta chain (Homo sapiens), P02675; FP displacement of FITC-Tn7 peptide from fibrin DD(E); 0% = median of compound wells per plate; inhibition, % at 8.3 µM; 370,000 tested, 0.13% active; AID 720508, 2013;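 active = inhibition above the mean of compounds falling within the control limits plus 3 SD of them, cut at about 14% in these data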;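 also: 0% = plate median of compound wells and 100% = 10 µM Aha-Tn7 peptide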
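System: human fibrin DD(E); quantity: Fibrin-DD(E) at 2 µM final; also added: fluorescent Tn7 probe at 0.1 µM; compound dosing: single nominal test concentration of 8.3 µM per compound; schedule: 10 min preincubation, 3 h with tracer, room temperature; detection: fluorescence polarization of the labelled Tn7 tracer; repeats: one replicate per compound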
PLCb3 inh: human PLC-beta3 inhibitors, primary screen, biochemical, fluorescence; inhibition, % at 12.2 µM; 370,000 tested, 0.18% active; Purified PLC-beta3, fluorogenic substrate; AID 720704, 2013; in the data active = inhibition above about 11%;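 also: 0% = median of compound wells on plate and 100% = full blocker control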
ADAM17 inh: ADAM17 inhibitors, primary screen, biochemical, QFRET. 370,000 tested, 0.83% active. recombinant ADAM17, EDANS/DABCYL FRET peptide cleavage. inhibition, % at 6.95 µM;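 active = inhibition above the mean of compounds lying between control limits plus 3 SD, set per campaign, cut at about 8.5% in these data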;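 also: 0% = DMSO-only wells as the low control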
Target sequence (P78536 215-824 limits assumed): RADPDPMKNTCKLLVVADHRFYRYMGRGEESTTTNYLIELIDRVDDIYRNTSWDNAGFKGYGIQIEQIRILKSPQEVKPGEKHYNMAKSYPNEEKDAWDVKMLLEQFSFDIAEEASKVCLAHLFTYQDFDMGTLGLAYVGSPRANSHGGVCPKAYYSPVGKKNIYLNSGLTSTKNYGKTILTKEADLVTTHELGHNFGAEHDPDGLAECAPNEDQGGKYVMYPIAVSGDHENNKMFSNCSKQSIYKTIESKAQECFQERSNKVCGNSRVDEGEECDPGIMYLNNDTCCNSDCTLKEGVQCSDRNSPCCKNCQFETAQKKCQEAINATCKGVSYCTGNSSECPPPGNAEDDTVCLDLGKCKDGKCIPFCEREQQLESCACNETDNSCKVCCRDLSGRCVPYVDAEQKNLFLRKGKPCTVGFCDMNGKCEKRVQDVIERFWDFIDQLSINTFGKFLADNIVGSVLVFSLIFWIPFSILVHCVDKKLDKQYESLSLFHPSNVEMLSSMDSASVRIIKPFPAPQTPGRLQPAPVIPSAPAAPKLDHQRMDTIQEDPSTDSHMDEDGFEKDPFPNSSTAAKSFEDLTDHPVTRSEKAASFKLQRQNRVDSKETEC
TDP2 inh: human TDP2 enzyme inhibitors, primary screen, biochemical, epi absorbance, recombinant enzyme; 370,000 tested, 0.34% active; inhibition, % at 12.8 µM; T5PNP hydrolysis, p-nitrophenol absorbance 415 nm; Tyrosyl-DNA phosphodiesterase 2 (Homo sapiens), O95551;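 active = inhibition above the mean of all tested compounds plus 3 SD, set per campaign, cut at about 25% in these data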;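 also: 0% = DMSO with enzyme and 100% = buffer with substrate but no TDP2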
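Material: recombinant human TDP2; quantity: TDP2 enzyme at 120 nM final; medium: Tris-HCl pH 7.5 with MgCl2; compound: single concentration, 12.8 µM nominal, with 1% DMSO; incubation: 2 h enzyme incubation at 37 °C; signal: epi absorbance; measure: percent inhibition; benchmarks: high control without enzyme, low control DMSO plus TDP2; repeats: singlicate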
SIAE inh: human SIAE inhibitors, primary screen, biochemical, fluorescence polarization, FP-Rh probe, 1536-well HTS; SIAE FP-Rh probe binding; inhibition, % at 9.66 µM; 370,000 tested, 0.69% active; AID 1053197, 2014;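 active = inhibition above a cutoff: mean of compounds within the control limits plus 3 SD of those, cut at about 17% in these data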;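 also: 0% = plate median of compound wells and 100% = probe without SIAE protein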
ARFGAP1 inh: inhibitors of rat ARFGAP1 GAP activity, primary screen, biochemical, fluorescence polarization, GDP tracer; ADP-ribosylation factor GTPase-activating protein 1 (Rattus norvegicus), Q62848; Arfgap1-stimulated ARF1 GTP hydrolysis, GDP FP detection; inhibition, % at 16.5 µM; 360,000 tested, 0.26% active;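 active = inhibition above a per-plate limit, mean inhibition of low control wells plus 3 SD, cut at about 25% in these data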;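 also: 0% = DMSO wells with enzyme and 100% = wells lacking Arfgap1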
Target sequence (Q62848 1-136 limits assumed): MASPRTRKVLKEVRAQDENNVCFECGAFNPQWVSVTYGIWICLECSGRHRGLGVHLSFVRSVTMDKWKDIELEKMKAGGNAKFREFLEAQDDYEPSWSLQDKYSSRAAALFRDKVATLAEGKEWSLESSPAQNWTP
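Material: rat Arfgap1 catalytic domain, aa 1-136; also added: human ARF1(Δ1-17)-GTP substrate; compound dosing: one concentration, 16.5 µM, DMSO 1.26%; incubation: GTP hydrolysis reaction 2 h at 25 °C; measured by: Tracer-displacement fluorescence polarization with EDTA stop, 620/688 nm; evaluation: % inhibition from polarization; repeats: one replicate per compound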
Tn6 DDE FP: inhibitors of Tn6 peptide binding to fibrin DD(E), primary screen, biochemical, fluorescence polarization, human fibrin, Tn6 probe. Fibrinogen beta chain (Homo sapiens), P02675. AID 720509, 2013. inhibition, % at 8.3 µM. Fibrin DD(E) TRITC-Tn6 fluorescence polarization displacement. 370,000 tested, 0.21% active;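 active = inhibition above a per-campaign cutoff: mean of compounds within control limits plus 3 SD, cut at about 15% in these data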;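 also: 0% = median of all compound wells on the plate and 100% = blocking peptide control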
PLC-gamma1 inh: PLC-gamma1 enzyme inhibitors, primary screen, biochemical, fluorescence, purified enzyme. fluorogenic substrate. 1-phosphatidylinositol 4,5-bisphosphate phosphodiesterase gamma-1 (Homo sapiens), P19174. 370,000 tested, 0.84% active. inhibition, % at 12.2 µM; in the data active = inhibition above about 9.5%
ADAM10 inh: human ADAM10 inhibitors, primary screen, biochemical, QFRET, HTS | Disintegrin and metalloproteinase domain-containing protein 10 (Homo sapiens), O14672 | recombinant ADAM10, EDANS/DABCYL FRET peptide cleavage, 3 h | inhibition, % at 7 µM | 370,000 tested, 0.62% active | AID 720582, 2013;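 active = inhibition above a per-campaign cutoff equal to the mean of compounds falling between control-based bounds plus 3 SD, cut at about 20% in these data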;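 also: 0% = DMSO wells while the 100% control is not disclosed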
ASAP1 inh: inhibitors of human ASAP1 ArfGAP activity, primary screen, biochemical, fluorescence polarization. Arf-GAP with SH3 domain, ANK repeat and PH domain-containing protein 1 (Homo sapiens), …. inhibition, % at 16.5 µM. ASAP1-stimulated ARF1 GTP hydrolysis, GDP FP detection. 360,000 tested, 0.19% active. AID 624377, 2012; in the data active = inhibition above about 25%;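 also: 0% = vehicle with enzyme and substrate and 100% = no enzyme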
Numbers without * were called inactive. The order is random. Share with any hit: about 3.6%.

Results for CC(C)(C)OC(=O)Nc1ncnc2c1ncn2C1OC(CO)C2OC(C)(C)OC21 (stereo not given) ?
DDE Tn7 FP inh: -4; PLCb3 inh: -7; ADAM17 inh: -3; TDP2 inh: 10; SIAE inh: -3; ARFGAP1 inh: -11; Tn6 DDE FP: 2; PLC-gamma1 inh: 2; ADAM10 inh: 4; ASAP1 inh: 6

Results for Cc1ccc(NC(=S)NN2CCOCC2)c(C)c1 ?
DDE Tn7 FP inh: -2; PLCb3 inh: 0; ADAM17 inh: -7; TDP2 inh: -8; SIAE inh: 1; ARFGAP1 inh: 0; Tn6 DDE FP: 2; PLC-gamma1 inh: -2; ADAM10 inh: -12; ASAP1 inh: -15

How did COc1ccc(CC(=O)OCC(=O)NC(=O)NC(C)C)cc1 do in these assays?
DDE Tn7 FP inh: 2; PLCb3 inh: 4; ADAM17 inh: -3; TDP2 inh: 8; SIAE inh: 14; ARFGAP1 inh: 4; Tn6 DDE FP: 2; PLC-gamma1 inh: 5; ADAM10 inh: -3; ASAP1 inh: -4

What do the screens show for `CC(=O)c1cccc(NC(=O)COC(=O)C2CCCN2C(=O)c2cccs2)c1` (stereo not given)?
DDE Tn7 FP inh: -1; PLCb3 inh: 1; ADAM17 inh: -4; TDP2 inh: -7; SIAE inh: -2; ARFGAP1 inh: -4; Tn6 DDE FP: -3; PLC-gamma1 inh: 1; ADAM10 inh: -4; ASAP1 inh: -10

How did CC(=O)Nc1cccc(S(=O)(=O)N2CCCCCC2)c1 do in these assays?
DDE Tn7 FP inh: 5; PLCb3 inh: -1; ADAM17 inh: -2; TDP2 inh: 0; SIAE inh: 3; ARFGAP1 inh: 2; Tn6 DDE FP: 3; PLC-gamma1 inh: 0; ADAM10 inh: -4; ASAP1 inh: 3

How did Cc1ccc(S(=O)(=O)N2CCCCC2)cc1NC(=O)Cc1c[nH]c2ccccc12 do in these assays?
DDE Tn7 FP inh: -4; PLCb3 inh: -7; ADAM17 inh: 8.8*; TDP2 inh: -13; SIAE inh: -5; ARFGAP1 inh: -13; Tn6 DDE FP: -1; PLC-gamma1 inh: -2; ADAM10 inh: 4; ASAP1 inh: -2

What do the screens show for `NC(=O)CCS(=O)(=O)c1ccc(Cl)cc1`?
DDE Tn7 FP inh: 0; PLCb3 inh: -2; ADAM17 inh: -7; TDP2 inh: 0; SIAE inh: 6; ARFGAP1 inh: 3; Tn6 DDE FP: -3; PLC-gamma1 inh: -8; ADAM10 inh: -2; ASAP1 inh: -7

How did Cc1nc(SCC(=O)N2CCNC2=O)c(C#N)c(C)c1C do in these assays?
DDE Tn7 FP inh: 10; PLCb3 inh: -3; ADAM17 inh: -3; TDP2 inh: -8; SIAE inh: -3; ARFGAP1 inh: -17; Tn6 DDE FP: -7; PLC-gamma1 inh: -3; ADAM10 inh: -5; ASAP1 inh: -2

How did COc1ccc(C(C)=O)cc1COC(=O)CCC(=O)c1cccs1 do in these assays?
DDE Tn7 FP inh: 5; PLCb3 inh: -8; ADAM17 inh: -6; TDP2 inh: 3; SIAE inh: -4; ARFGAP1 inh: 7; Tn6 DDE FP: -5; PLC-gamma1 inh: 0; ADAM10 inh: -13; ASAP1 inh: 1

What do the screens show for `CC(C)C(c1nnnn1C1CCCCC1)N1CCN(C(=O)c2ccco2)CC1` (stereo not given)?
DDE Tn7 FP inh: 0; PLCb3 inh: -7; ADAM17 inh: -5; TDP2 inh: 13; SIAE inh: -5; ARFGAP1 inh: -4; Tn6 DDE FP: -4; PLC-gamma1 inh: 0; ADAM10 inh: -4; ASAP1 inh: -9

Results for O=C(NNC(=O)c1cc(Cl)ccc1O)c1ccc(NS(=O)(=O)c2cccs2)cc1 ?
DDE Tn7 FP inh: -2; PLCb3 inh: -144; ADAM17 inh: -19; TDP2 inh: -2; SIAE inh: 12; ARFGAP1 inh: 0; Tn6 DDE FP: -1; PLC-gamma1 inh: -89; ADAM10 inh: -55; ASAP1 inh: -2

Results for COc1cccc2sc(N3CCN(C(=O)c4cccs4)CC3)nc12 ?
DDE Tn7 FP inh: 1; PLCb3 inh: -2; ADAM17 inh: -2; TDP2 inh: -6; SIAE inh: 0; ARFGAP1 inh: -10; Tn6 DDE FP: 0; PLC-gamma1 inh: 1; ADAM10 inh: -10; ASAP1 inh: 3

What do the screens show for `Cn1nnnc1SCCNCc1ccccc1OCc1ccc(Cl)cc1`?
DDE Tn7 FP inh: 4; PLCb3 inh: 0; ADAM17 inh: -3; TDP2 inh: 2; SIAE inh: 0; ARFGAP1 inh: -19; Tn6 DDE FP: 1; PLC-gamma1 inh: 0; ADAM10 inh: -3; ASAP1 inh: -9

What do the screens show for `Cc1ccc(NC(=O)CSc2ccc(-c3ccc(-n4cccn4)cc3)nn2)c(C)c1`?
DDE Tn7 FP inh: -1; PLCb3 inh: -4; ADAM17 inh: -3; TDP2 inh: 0; SIAE inh: 7; ARFGAP1 inh: -7; Tn6 DDE FP: -5; PLC-gamma1 inh: 5; ADAM10 inh: 0; ASAP1 inh: -8

How did Cc1ccc(C(=O)NCCCNC(=O)c2cccnc2)cc1 do in these assays?
DDE Tn7 FP inh: -1; PLCb3 inh: -6; ADAM17 inh: -3; TDP2 inh: -4; SIAE inh: -12; ARFGAP1 inh: -5; Tn6 DDE FP: 2; PLC-gamma1 inh: 1; ADAM10 inh: 5; ASAP1 inh: -1

Results for CN(Cc1ccccc1F)C(=O)c1ccc(NS(=O)(=O)c2ccc3[nH]c(=O)[nH]c3c2)cc1 ?
DDE Tn7 FP inh: -1; PLCb3 inh: -8; ADAM17 inh: -4; TDP2 inh: -3; SIAE inh: -12; ARFGAP1 inh: 1; Tn6 DDE FP: -4; PLC-gamma1 inh: 3; ADAM10 inh: -1; ASAP1 inh: 17

What do the screens show for `Cc1cc(C)c(C#N)c(SCC(=O)Nc2cccc(S(=O)(=O)N3CCCC3)c2)n1`?
DDE Tn7 FP inh: -4; PLCb3 inh: -46; ADAM17 inh: -11; TDP2 inh: -15; SIAE inh: -8; ARFGAP1 inh: -1; Tn6 DDE FP: 3; PLC-gamma1 inh: -19; ADAM10 inh: -20; ASAP1 inh: 8

What do the screens show for `COc1ccc(OC)c(NC(=O)C(CC(C)C)NC(=O)C2CCCCC2)c1` (stereo not given)?
DDE Tn7 FP inh: -6; PLCb3 inh: 2; ADAM17 inh: 4; TDP2 inh: -8; SIAE inh: 1; ARFGAP1 inh: -4; Tn6 DDE FP: -8; PLC-gamma1 inh: 1; ADAM10 inh: -12; ASAP1 inh: 0

How did CC(C)N1CCCC(C)(C(=O)Nc2ccc3c(c2)OCO3)C1 (stereo not given) do in these assays?
DDE Tn7 FP inh: 0; PLCb3 inh: 2; ADAM17 inh: -5; TDP2 inh: 12; SIAE inh: 6; ARFGAP1 inh: -6; Tn6 DDE FP: -2; PLC-gamma1 inh: 1; ADAM10 inh: -6; ASAP1 inh: 2

How did N#C/C(=N\Nc1ccc(S(=O)(=O)N2CCCCCC2)cc1)C(N)=S do in these assays?
DDE Tn7 FP inh: -1; PLCb3 inh: 3; ADAM17 inh: 4; TDP2 inh: -6; SIAE inh: 11; ARFGAP1 inh: -12; Tn6 DDE FP: 4; PLC-gamma1 inh: -1; ADAM10 inh: 9; ASAP1 inh: -2

Results for COc1ccc(NS(=O)(=O)c2ccc(C)c(C(=O)N3CCC3)c2)cc1 ?
DDE Tn7 FP inh: -5; PLCb3 inh: -2; ADAM17 inh: 2; TDP2 inh: -8; SIAE inh: 3; ARFGAP1 inh: 7; Tn6 DDE FP: 2; PLC-gamma1 inh: 3; ADAM10 inh: 1; ASAP1 inh: 3

What do the screens show for `Cc1cc(NC(=O)c2cccc(Br)c2)no1`?
DDE Tn7 FP inh: 1; PLCb3 inh: -5; ADAM17 inh: -2; TDP2 inh: 22; SIAE inh: -2; ARFGAP1 inh: 4; Tn6 DDE FP: -11; PLC-gamma1 inh: 0; ADAM10 inh: -9; ASAP1 inh: -9

Results for Cc1cc(NC(=O)c2cccc(COc3ccc(Br)cc3)c2)no1 ?
DDE Tn7 FP inh: 3; PLCb3 inh: -2; ADAM17 inh: 0; TDP2 inh: -1; SIAE inh: -3; ARFGAP1 inh: 14; Tn6 DDE FP: -4; PLC-gamma1 inh: -1; ADAM10 inh: -8; ASAP1 inh: 3

Results for COc1cc(C(=O)N(Cc2ccc(C)o2)C2CCS(=O)(=O)C2)cc(OC)c1OC (stereo not given) ?
DDE Tn7 FP inh: 3; PLCb3 inh: -9; ADAM17 inh: 0; TDP2 inh: -4; SIAE inh: 2; ARFGAP1 inh: 8; Tn6 DDE FP: 2; PLC-gamma1 inh: 0; ADAM10 inh: -7; ASAP1 inh: 2

How did O=C(NCCc1c[nH]c2ccccc12)C(=O)Nc1cc2c3c(c1)CC(=O)N3CCC2 do in these assays?
DDE Tn7 FP inh: 5; PLCb3 inh: -11; ADAM17 inh: -2; TDP2 inh: 18; SIAE inh: 4; ARFGAP1 inh: 6; Tn6 DDE FP: 0; PLC-gamma1 inh: -2; ADAM10 inh: -6; ASAP1 inh: 13

What do the screens show for `O=S(=O)(c1cccc2cccnc12)N1CCN(c2ccccn2)CC1`?
DDE Tn7 FP inh: -1; PLCb3 inh: 6; ADAM17 inh: 1; TDP2 inh: 3; SIAE inh: -7; ARFGAP1 inh: -2; Tn6 DDE FP: 1; PLC-gamma1 inh: 0; ADAM10 inh: 3; ASAP1 inh: 2
